Source: PubChem (National Center for Advancing Translational Sciences (NCATS))
D1 potentiator – Potentiators of Human D1 Dopamine Receptor: qHTS; HEK293 TREx D1 cells, calcium flux, dopamine EC20 potentiation; potentiation, % at 10 µM; 0.036% of 360,000 active; in the data active means potentiation above about 30%; further: 0% is about no effect
Glioma ERSR ind – qHTS for Inducers of the Endoplasmic Reticulum Stress Response (ERSR) in Human Glioma: qHTS; Potency, µM, inactives show top-dose activation, most hits filed as activators; 0.02% of 420,000 active; AID 602332, 2012; U87-MG GRP78 promoter luciferase reporter, 16 h; further: potency means the concentration at half of the fitted maximal effect; series mostly up to about 76 µM; % of control where 0% means no effect; nearly all actives have a fitted effect of over 35% in size
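ERSR induction read as luciferase luminescence (Bright-Glo, 10 min at room temperature) in stably transfected human U87-MG glioma cells exposed to compounds for 16 h, using GRP78 as sensor.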
D1 antag – Antagonist of Human D 1 Dopamine Receptor: qHTS; D(1A) dopamine receptor (Homo sapiens), P21728; HEK293 TREx D1 cells, calcium flux, dopamine EC80; stronger effect = lower value; activity change, negative = inhibition, % at 10 µM; 3.2% of 360,000 active; in the data active means activity change below about -30%; further: on the % scale 0 is the no-effect control and ±100 the full control effect
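Allosteric or orthosteric antagonism assessed as attenuation of the calcium response to EC80 dopamine, added 180 s after compound, in induced HEK293 Trex D1 cells loaded with no-wash calcium dye.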
Vif-APOBEC3G blk – qHTS for Inhibitors of Vif-A3G Interactions: qHTS. Potency, µM (top dose mostly 46.1 µM), inactives show at the highest dose activity, negative = active, actives largely listed as inhibitors. 0.076% of 410,000 active. DNA dC->dU-editing enzyme APOBEC-3G (Homo sapiens), Q9HC16. AID 602310, 2012. HeLa A3G-eYFP + Vif (tagged APOBEC3G with the HIV-1 protein that degrades it), YFP fluorescence, overnight;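 further: potency means the concentration at half of the fitted maximal effect; on the % scale 0 is the no-effect control and ±100 the full control effect; nearly all actives have a fitted effect of over 60% in size; hits raise eYFP signal because A3G escapes Vif-driven loss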
Target sequence (Q9HC16 whole entry, looked up): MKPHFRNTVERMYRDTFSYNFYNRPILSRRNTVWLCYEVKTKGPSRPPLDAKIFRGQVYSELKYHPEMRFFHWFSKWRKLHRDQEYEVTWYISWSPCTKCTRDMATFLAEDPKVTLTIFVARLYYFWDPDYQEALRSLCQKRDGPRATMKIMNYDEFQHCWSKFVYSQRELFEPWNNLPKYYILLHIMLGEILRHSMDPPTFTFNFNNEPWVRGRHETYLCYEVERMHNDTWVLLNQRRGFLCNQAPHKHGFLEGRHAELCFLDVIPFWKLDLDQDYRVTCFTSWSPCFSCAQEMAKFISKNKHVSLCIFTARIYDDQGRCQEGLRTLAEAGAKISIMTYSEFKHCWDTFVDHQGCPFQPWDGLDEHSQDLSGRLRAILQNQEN
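Read-out is eYFP fluorescence (Ex 488/Em 500-530) from Vif-expressing HeLa A3G-eYFP cells; more signal means A3G escaped Vif-mediated degradation. Cells plated overnight, compound pinned in, incubated overnight at 37 deg C.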
LDHA inh – qHTS assay for inhibitors of human lactate dehydrogenase; L-lactate dehydrogenase A chain (Homo sapiens), P00338; purified LDHA, NADH/diaphorase-resazurin fluorescence; stronger effect = lower value; activity change, % (values are at about 110 or 230 µM); 0.15% of 480,000 active; AID 1347041, 2019; in the data active means activity change below about -30%; inconclusive means mostly about -25% to -30%;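 further: plate controls were DMSO wells for no effect and wells without enzyme for full effect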
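Remaining NADH was detected by diaphorase (0.133 mg/mL) converting 37 µM resazurin to fluorescent resorufin, read at 0 and 20 minutes. The preceding 5-minute room-temperature reaction used 2 nM LDHA, 0.2 mM sodium pyruvate and 0.06 mM NADH at pH 7.4.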
RXFP1 agonist – qHTS Assay for Agonists of the Relaxin Receptor RXFP1; HEK293T-RXFP1 cAMP TR-FRET, 30 min; response scale: percent of porcine relaxin response, buffer zero; Potency, µM (doses to about 57.5 µM), for the others: at the top dose activation, most hits filed as activators; 0.3% of 370,000 active; Relaxin receptor 1 (Homo sapiens), Q9HBX9; further: potency means the concentration at half of the fitted maximal effect; on the % scale 0 is the no-effect control and ±100 the full control effect; nearly all actives have a fitted effect of over 60% in size; many of its hits are not listed in these tables
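HEK293 cells stably expressing RXFP1, treated 30 min at 37C with compounds plus PDE4 inhibitor Ro 20174; cAMP measured by HTRF TR-FRET. Normalized to buffer and 29 nM porcine relaxin; EC50 by Hill fit.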
D1 ag – Allosteric Agonists of the Human D1 Dopamine Receptor: qHTS. D(1A) dopamine receptor (Homo sapiens), P21728. HEK293 T-REx D1 cells, calcium flux, agonist mode. activation, % at 2 µM. 1% of 360,000 active; in the data active means activation above about 30%; further: 0% is about no effect
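Tetracycline-induced HEK293 TREx D1 cells, force-coupled to calcium signalling, were dye-loaded with a no-wash calcium kit. Compound was pin-added after a 10 s baseline. Fluorescence was read kinetically at 1 cycle/s for 180 s, with calcium rises flagged as agonism.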
D2 potentiator – HTS Assay for Positive Allosteric Modulators of the Human D2 Dopamine Receptor: Primary Screen for Potentiators | D(2) dopamine receptor (Homo sapiens), P14416 | HEK293 T-REx D2, calcium flux, EC20 dopamine potentiation | potentiation, % at 10 µM | 0.34% of 340,000 active;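 active means potentiation over 3 SD above the plate norm, cut at about 30% in these data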; further: 0% is about no effect
Target sequence (P14416 whole entry, looked up): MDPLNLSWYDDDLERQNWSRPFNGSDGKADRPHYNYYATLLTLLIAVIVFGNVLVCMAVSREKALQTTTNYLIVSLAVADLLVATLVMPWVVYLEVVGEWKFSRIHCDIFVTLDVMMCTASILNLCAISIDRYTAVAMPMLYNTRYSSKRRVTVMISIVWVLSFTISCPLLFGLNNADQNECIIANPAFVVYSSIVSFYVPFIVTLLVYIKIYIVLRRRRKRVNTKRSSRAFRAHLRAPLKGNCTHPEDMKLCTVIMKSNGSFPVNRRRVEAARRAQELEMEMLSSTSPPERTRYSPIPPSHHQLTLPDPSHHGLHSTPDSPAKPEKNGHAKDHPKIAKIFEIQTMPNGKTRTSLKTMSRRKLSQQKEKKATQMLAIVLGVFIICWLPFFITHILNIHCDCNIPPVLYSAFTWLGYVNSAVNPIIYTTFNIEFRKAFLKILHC
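Tetracycline-induced Hek293 Trex D2 cells, force-coupled to calcium, loaded with no-wash calcium dye. Compound added with 180 s kinetic read for agonism, then EC20 dopamine and a further 180 s read for potentiation.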
Vif-APOBEC3F blk – qHTS for Inhibitors of Vif-A3F Interactions: qHTS. HeLa A3F-eYFP + Vif (tagged APOBEC3F with the HIV-1 protein that degrades it), YFP fluorescence increase. Potency, µM (highest dose often 46.1 µM), for inactives: top-dose activity, negative = active. 0.2% of 390,000 active; further: potency means the concentration at half of the fitted maximal effect; % of control where 0% means no effect; nearly all actives have a fitted effect of over 65% in size
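HeLa cells stably expressing A3F-eYFP plus Vif, plated and incubated overnight at 37 deg C, then exposed to compounds overnight at 37 deg C. Blocked degradation read as raised yellow fluorescence (Ex 488/Em 500-530).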
* hit, by the source's call; ? = inconclusive; nt = not tested or not shown; & = joins results of further samples; [ ] = another dose, or the depositor's remark. Unless noted, the call rests on the fitted dose curve; in most records, active means well fitted curve in the direction sought with a large enough effect; inconclusive means small, poorly fitted or top-dose-only effect, or another doubt; inactive means no such curve, though single readings can be large; an effect the other way counts as inactive or inconclusive. Some of the compounds tested, so the mix of outcomes need not match the whole.

SMILES | D1 potentiator | Glioma ERSR ind | D1 antag | Vif-APOBEC3G blk | LDHA inh | RXFP1 agonist | D1 ag | D2 potentiator | Vif-APOBEC3F blk
CC1CCN(c2cc(N3CCN(C(=O)c4ccc(F)c(F)c4)CC3)c([N+](=O)[O-])cc2F)CC1 | -8.8 | -1.7% | -8.2 | 0.9% | -3.0 | 0.2% | 1.4 | -0.4 | -13.4%
COc1ccccc1/C=N/NC(=O)c1ccc(CN2C(=O)c3cccc4cccc2c34)cc1 | 4.0 | 0.1% | 7.2 | -9.9% | -9.4 | -1.5% | 4.6 | -7.9 | -2.4%
CNS(=O)(=O)c1ccc(N2CCCC2=O)c([N+](=O)[O-])c1 | 3.4 | 1.3% | 9.4 | 0.8% | -1.8 | 0.0% | 2.4 | 17.8 | -11.3%
O=C(Nc1c(S(=O)(=O)c2ccc(Cl)cc2)csc1Br)c1ccccc1Cl | 8.5 | -7.2% | 20.8 | -0.6% | -3.4 | 1.8% | 4.8 | 13.8 | 3.5%
COc1ccc(C2(CNC(=O)c3ccco3)CCOCC2)cc1 | -4.5 | -3.6% | 21.2 | 0.2% | -4.6 | 4.5% | 1.7 | -3.7 | nt
COc1ccccc1N=Nc1[nH]c2ccc(C)cc2c1O | -5.2 | 1.4% | -8.3 | 1.8% | -3.2 | 1.7% | 0.8 | -5.5 | -13.1%
O=C(O)C1=C[C@@H](c2ccc(Br)cc2)C[C@@H](OCc2ccc(CO)cc2)O1 | 5.5 | -4.0% | -4.1 | 2.7% | -5.7 | 0.8% | -2.3 | -5.3 | 5.2%
CN(CCO)S(=O)(=O)c1ccc2c(c1)C(=NN)c1cc(S(=O)(=O)N(C)CCO)ccc1-2 | -2.8 | -4.6% | -11.0 | 0.5% | -5.1 | -30.0%[inhibitor] | 3.1 | 8.5 | 7.4%
O=C(CCC(=O)Nc1ccc(Cl)cc1Cl)NNC(=O)[C@@H]1CCCC[C@@H]1C(=O)O | -1.6 | -5.3% | 5.6 | -6.1% | -4.8 | 1.7% | 2.5 | -17.9 | -3.5%
CCOC(=O)C1CCCN(C(=O)c2ccc(NS(=O)(=O)c3ccc4[nH]c(=O)[nH]c4c3)cc2)C1 (configuration not stated) | 1.4 | -0.6% | 11.5 | -0.5% | -9.4 | -0.6% | 2.3 | -2.0 | -6.1%
Nc1c(C(=O)N/N=C/c2ccc(OCc3ccccc3)cc2)cnn1-c1ccccc1 | 1.3 | -2.0% | 5.8 | -8.3% | -21.4 | -0.5% | 2.6 | 0.9 | -2.2%
Cc1ccc2nc(-c3ccc(Cl)c(NC(=O)c4cccnc4)c3)oc2c1 | -1.6 | 0.9% | 14.7 | -3.8% | 3.6 | -0.2% | -0.1 | 13.2 | 10.9%
CCOc1ccc(CCNC(=O)c2cccc(S(=O)(=O)N3CCN(C(C)=O)CC3)c2)cc1OCC | 6.5 | -4.7% | 0.0 | 0.1% | -5.0 | -0.5% | -0.2 | 2.7 | 1.1%
CCN(C(=O)c1cccc(Br)c1)C1CCS(=O)(=O)C1 (configuration not stated) | -0.3 | -0.9% | 12.5 | -0.7% | -9.9 | -0.5% | 0.5 | 6.1 | -7.7%
Cc1cccc(NC(=O)CNC(=O)Cc2ccc3c(c2)OCCO3)c1C | 3.4 | -1.6% | 2.1 | -1.2% | 0.9 | 0.1% | -0.1 | 10.3 | 1.8%
O=C(O)c1nccnc1C(=O)Nc1ccc(S(=O)(=O)N2CCOCC2)cc1 | 1.9 | -1.4% | 1.1 | -5.1% | -13.1 | 0.1% | 2.6 | -3.4 | 9.9%
C[C@@H]1CCCCO[C@H](CN(C)C(=O)c2ccccc2)[C@@H](C)CN([C@H](C)CO)C(=O)c2cc(NC(=O)NC3CCCCC3)ccc2O1 | nt | -4.9% | nt | -1.5% | -4.0 | nt | nt | nt | -1.5%
Cc1cc(NC(=O)C(C)SCC(=O)Nc2ccc(SC(F)F)cc2)no1 (configuration not stated) | -6.5 | -3.7% | -15.0 | 0.3% | -2.1 | -1.4% | 4.6 | -2.9 | -2.6%
CCOC(=O)c1nn(-c2ccc(Cl)cc2)c2nnc(Cc3ccc(C)cc3)c(=O)n12 | -10.8 | -2.5% | 14.7 | -2.8% | -7.2 | 1.7% | 0.9 | -3.5 | -0.9%
Cc1ccc([N+](=O)[O-])cc1NC(=O)CSc1nnc(C)n1CC1CCCO1 (configuration not stated) | -6.0 | 5.0% | 2.7 | 3.4% | -5.6 | 3.0% | 3.5 | 9.1 | 2.4%
COc1ccc(C(=O)NCCCN=C2NS(=O)(=O)c3ccccc32)cc1 | 0.5 | -5.6% | 8.4 | 1.1% | -0.6 | 0.1% | -2.2 | 0.0 | -4.5%
Oc1ccc(Nc2nc(-c3cccs3)cs2)cc1 | -2.2 | 0.3% | -12.3 | -0.1% | -5.2 | 3.0% | 0.7 | 13.7 | 8.2%
COc1ccccc1Cc1nc2ccccc2nc1SCC(=O)NCc1ccc(C)cc1 | 0.8 | -4.0% | 16.4 | -2.3% | -5.3 | 6.6% | 2.2 | -8.2 | 0.9%
COc1ccc(-c2c([C@H]3[C@H]4C=CC[C@@H](C)[C@@H]4C(=O)N3Cc3ccccc3)ccc3ccccc23)cc1OC | -2.0 | -2.3% | 38.1 | -0.5% | -4.2 | -0.8% | 9.2 | -1.8 | 0.3%

3 entries out of the list above, ordered by the number in LDHA inh, lowest first.
| Compound | LDHA inh |
| --- | --- |
| CCN(C(=O)c1cccc(Br)c1)C1CCS(=O)(=O)C1 (configuration not stated) | -9.9 |
| CCOC(=O)c1nn(-c2ccc(Cl)cc2)c2nnc(Cc3ccc(C)cc3)c(=O)n12 | -7.2 |
| COc1ccc(-c2c([C@H]3[C@H]4C=CC[C@@H](C)[C@@H]4C(=O)N3Cc3ccccc3)ccc3ccccc23)cc1OC | -4.2 |

Next part
SMILES | D1 potentiator | Glioma ERSR ind | D1 antag | Vif-APOBEC3G blk | LDHA inh | RXFP1 agonist | D1 ag | D2 potentiator | Vif-APOBEC3F blk
COc1ccc(Cl)cc1NC(=O)CN1CCC(NC(=O)C2CC2)CC1 | -7.9 | -4.5% | -2.5 | -1.1% | -6.9 | -0.7% | 2.2 | 0.2 | -15.4%
CCOc1ccc(-n2c(SCC(=O)N3CCC(C(=O)O)CC3)nc3ccccc3c2=O)cc1 | -1.1 | 0.3% | 5.7 | 0.6% | -0.9 | 2.3% | 2.3 | -9.2 | -18.4%
CCN(CC)c1ccc(S(=O)(=O)N2CCOCC2)cc1NC(=O)CNCc1ccccc1 | -12.7 | -2.5% | -22.9 | -8.0% | -22.3 | 1.3% | 2.7 | -3.8 | -6.6%
COC(C(=O)Nc1ccccc1F)c1ccccc1 (configuration not stated) | -4.3 | -5.2% | -7.9 | 2.4% | -5.5 | -1.7% | 0.9 | 2.1 | 3.3%
COc1ccc(N2CCN(C(=O)c3cc4c(s3)-c3ccccc3OC4)CC2)cc1 | -4.3&-3.0 | -6.3%&-3.8% | 1.6&4.4 | -0.2%&2.0% | -5.7&0.9 | 2.7%&-5.5% | 0.4&3.4 | 5.4&-7.9 | 0.7%&3.5%
COc1ccccc1CNC(=O)c1ccc2nc(N3CCOCC3)sc2c1 | -3.1 | -2.8% | -8.3 | -7.5% | -2.0 | 0.1% | 0.6 | 0.1 | 4.0%
CCCNC(=O)C(Cc1ccc(OC)cc1)NC(=O)c1ccc(C#N)cc1 (configuration not stated) | 4.1 | -1.7% | nt | -0.3% | -3.6 | 0.3% | -2.2 | -4.3 | 2.7%
CO[C@@]12[C@H](COC(N)=O)C3=C(C(=O)C(C)=C(N)C3=O)N1C[C@@H]1N[C@@H]12 | -2.6 | -1.1% | 13.7 | 3.2% | -7.9 | -2.8% | -1.9 | 0.1 | 3.8%
N=c1n(CCCOc2ccccc2Cl)c2ccccc2n1CC(N)=O | -12.4 | -12.8% | -18.3 | -21.5% | -0.6 | -6.6% | 2.3 | 1.2 | 2.4%
CCCOc1ccc(C2C(C(=O)c3ccc(C)o3)=C(O)C(=O)N2CCN2CCOCC2)cc1OC (configuration not stated) | -8.2 | -3.1% | -10.9 | -5.0% | 2.2 | 17.0% | 0.8 | 6.5 | -1.3%
CSCC[C@H](NC(=O)c1ccc(OCC2CCCO2)cc1)c1nc2ccccc2[nH]1 (some centres not stated) | nt | 1.2% | nt | -0.6% | -2.9 | nt | nt | nt | 7.4%
Cc1ccc(N2C(=O)c3cccc(Oc4ccc(Cl)cc4)c3C2=O)c(C)c1 | -10.5 | -3.2% | 12.0 | -4.1% | -2.0 | 1.1% | 11.8 | 6.6 | -0.1%
COc1cc(NC(=O)c2cc3cc4cc(OC)ccc4nc3o2)cc(OC)c1 | -2.5 | -1.5% | 2.3 | -18.7% | 3.1 | ? | 0.2 | -2.6 | -1.9%
CCC(C)(C)n1nnnc1C(C(C)C)N1CCN(C(=O)c2ccco2)CC1 (configuration not stated) | -3.8 | -5.1% | -2.6 | 3.7% | -0.3 | 4.2% | 2.3 | -4.6 | -0.8%
COc1ccc(OC)c(NC(=O)C2CCCN(S(=O)(=O)c3ccc4[nH]c(=O)ccc4c3)C2)c1 (configuration not stated) | -2.7 | -1.0% | -0.3 | 0.4% | 5.2 | -1.2% | 0.2 | 1.6 | 0.7%
CCOc1ccc(CNC(=O)CN2C(=O)CSc3ccc(S(=O)(=O)N4CCOCC4)cc32)cc1 | nt | 0.3% | nt | -0.8% | -1.9 | nt | nt | nt | -1.1%
